JMJD2C inh – inhibitors of GASC-1 histone demethylase, primary screen, biochemical, fluorescence, DELFIA europium | Lysine-specific demethylase 4C (Homo sapiens), Q9H3R0 | hit rate 0.069% among 330,000 | GST-JMJD2C(1-420) H3K9me3 demethylation | inhibition, % at 2.35 µM;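 active means more than half of a compound's replicate wells show inhibition beyond 50%, single wells judged on their own value; inconclusive means some, but no more than half, of replicates pass 50% inhibition; inactive means no replicate passes 50% inhibition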;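 further: signal counts dimethyl H3K9 product captured on neutravidin plate; 0% = median of DMSO wells and 100% = 0.3 times that DMSO median; strong numbers were not always called active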
AHR activator – AHR activators, primary screen, cell-based, luminescence, luciferase reporter, human; Aryl hydrocarbon receptor (Homo sapiens), P35869; AHR-responsive luciferase reporter cells; activation, % at 5 µM; hit rate 2.5% among 320,000; in the data active means activation above about 47%;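 further: 0% = vehicle wells and 100% = reference agonist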
Target sequence (P35869 whole entry, looked up): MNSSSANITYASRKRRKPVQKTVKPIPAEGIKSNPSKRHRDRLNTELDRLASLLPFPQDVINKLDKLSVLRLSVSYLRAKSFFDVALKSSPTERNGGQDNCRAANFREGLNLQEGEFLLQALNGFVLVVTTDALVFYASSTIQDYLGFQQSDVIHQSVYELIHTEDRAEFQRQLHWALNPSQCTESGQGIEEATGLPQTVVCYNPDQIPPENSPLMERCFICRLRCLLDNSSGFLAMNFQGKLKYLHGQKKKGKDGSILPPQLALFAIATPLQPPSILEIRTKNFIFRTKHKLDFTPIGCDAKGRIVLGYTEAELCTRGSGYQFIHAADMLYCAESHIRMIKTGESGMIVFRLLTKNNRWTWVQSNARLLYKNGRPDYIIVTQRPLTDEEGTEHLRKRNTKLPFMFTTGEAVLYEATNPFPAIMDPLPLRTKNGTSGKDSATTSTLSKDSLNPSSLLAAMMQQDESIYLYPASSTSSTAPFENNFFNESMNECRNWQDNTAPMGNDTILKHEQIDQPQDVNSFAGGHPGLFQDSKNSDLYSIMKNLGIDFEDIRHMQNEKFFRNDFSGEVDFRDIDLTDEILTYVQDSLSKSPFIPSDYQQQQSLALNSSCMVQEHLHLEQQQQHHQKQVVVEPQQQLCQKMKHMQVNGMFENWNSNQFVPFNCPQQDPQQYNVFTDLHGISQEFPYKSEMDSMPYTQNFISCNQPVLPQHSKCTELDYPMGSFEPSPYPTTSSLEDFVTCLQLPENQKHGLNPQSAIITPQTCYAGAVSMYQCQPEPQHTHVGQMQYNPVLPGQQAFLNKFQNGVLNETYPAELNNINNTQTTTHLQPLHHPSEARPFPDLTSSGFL
CR mimetic SO – reduction of superoxide in aged yeast, primary screen, HTS | S. cerevisiae aged cells, superoxide DHE fluorescence; stronger effect = lower value | superoxide response (% of plate mean), % at 10 µM | hit rate 0.18% among 330,000;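 active means superoxide response under a set limit, about three screen SD below normal, cut at about 65% in these data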;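 further: yeast aged for seven days with compound at 30 °C before DHE staining; 100% = average MFI of all compound-treated wells on the plate with controls excluded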
MEP2-GFP yeast – modulators of MEP2-GFP levels in yeast, primary screen, S. cerevisiae, multiplex flow cytometry, MLPCN library | S. cerevisiae MEP2-GFP strain, 3 h; 100% = DMSO control level | GFP response vs DMSO, % at 10 µM | hit rate 0.51% among 330,000 | AID 2016, 2009;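 active means GFP response versus DMSO above a set limit, roughly screen mean plus 3 SD, cut at about 180% in these data; inconclusive means fewer than 70 cells counted for a yeast strain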;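 further: median GFP fluorescence of the barcode-gated MEP2-GFP cells per well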
RPL19A TOR yeast – RPL19A-GFP expression modulators in yeast, primary screen, cell-based, S. cerevisiae, multiplex flow cytometry, MLPCN | S. cerevisiae RPL19A-GFP strain, 3 h; stronger effect = lower value | percent response vs DMSO, % at 10 µM | hit rate 0.3% among 330,000;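 active means percent response vs DMSO below 50%; inconclusive means fewer than 70 events counted for the yeast strain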;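 further: median channel GFP fluorescence of the barcoded RPL19A-GFP strain; ratio of sample median GFP to plate DMSO average so 100% = DMSO; lower means less RPL19A-GFP as with rapamycin TOR inhibition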
procasp3 activ – activators of human procaspase-3 D3A mutant, primary screen, biochemical, absorbance, PC-3 D3A mutant, single concentration; Caspase-3 (Homo sapiens), P42574; activation, % at 8.5 µM; recombinant procaspase-3 D3A, Ac-DEVD-pNA absorbance 405 nm; AID 463141, 2010; hit rate 0.11% among 330,000;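 active means activation above the mean of all tested compounds plus 3 SD, cut at about 21% in these data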;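 further: 0% = DMSO alone and 100% = DMSO wells spiked with extra 5 µM PC-3 D3A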
Target sequence (P42574 whole entry D9A/D28A/D175A): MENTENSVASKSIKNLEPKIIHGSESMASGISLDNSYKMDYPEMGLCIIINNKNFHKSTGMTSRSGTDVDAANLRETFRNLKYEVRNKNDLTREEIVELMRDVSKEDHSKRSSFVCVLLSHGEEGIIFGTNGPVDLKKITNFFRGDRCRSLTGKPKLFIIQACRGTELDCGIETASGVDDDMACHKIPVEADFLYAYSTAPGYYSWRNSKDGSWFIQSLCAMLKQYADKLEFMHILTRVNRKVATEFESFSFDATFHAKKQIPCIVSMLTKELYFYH
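Assay system: Autoprocessing-dead procaspase-3 D3A mutant enzyme; also added: Ac-DEVD-pNA; doses: one concentration, 8.5 µM nominal, 0.8% DMSO; times: 1 h compound preincubation, 2 h substrate hydrolysis at 25 °C; technique: 405 nm absorbance of p-nitroaniline, reads at 0 and 120 min; measure: % activation between DMSO and enzyme-spiked controls; repeats: single replicate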
LAP4-GFP MLPCN – modulators of LAP4-GFP expression in yeast, primary screen, S. cerevisiae, multiplex flow cytometry, MLPCN library. 3 h; median GFP as percent of DMSO wells. GFP response vs DMSO, % at 10 µM. hit rate 0.34% among 320,000. AID 2023, 2009;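 active means GFP response vs DMSO above a set limit, about the screen mean plus 3 SD, cut at about 150% in these data; inconclusive means under 70 cell events counted for the yeast strain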
procasp7 counter – procaspase-7 activators, primary screen, counter-screen for procaspase-3 activator project, biochemical, absorbance, HTS, human; Caspase-7 (Homo sapiens), P55210; recombinant procaspase-7, Ac-DEVD-pNA absorbance 405 nm; D23A/D198A/D206A triple mutant, cannot self-cleave; scale: DMSO 0, 5 µM enzyme 100; activation, % at 8.5 µM; hit rate 0.093% among 330,000; AID 463210, 2010;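 active means percent activation above the screen-wide mean plus 3 SD, cut at about 25% in these data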
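signal = Epi-absorbance of released pNA at 405 nm, two timepoints | assay system = Uncleavable procaspase-7 mutant enzyme | reagent = Ac-DEVD-pNA substrate, 400 µM as added | times = 1 h enzyme–compound preincubation and 2 h substrate reaction, both 25 °C | benchmarks = low DMSO alone, high DMSO plus 5 µM PC-7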
* marks the source's active call; other numbers are inactive results; ? = inconclusive; nt = no result given; & = joins results of further samples; [ ] = dose if it differs, or a comment.

The opening five records, to show the layout:
SMILES	JMJD2C inh	AHR activator	CR mimetic SO	MEP2-GFP yeast	RPL19A TOR yeast	procasp3 activ	LAP4-GFP MLPCN	procasp7 counter
O=C(CNC(=O)c1ccco1)N/N=C/c1ccccc1[N+](=O)[O-]	7	2	112	104	112	-6	97	-3
CCCC(=O)Nc1c(C(=O)OCC)[nH]c2ccccc12	134	58*	100	89	97	9	91	3
Cc1cccc(CCNS(=O)(=O)c2ccc(S(=O)(=O)N3CCC(C)CC3)cc2)c1	-18	-1	96	103	98	3	102	-4
CC(=O)N1CCN(c2ccc(S(=O)(=O)N3CCOCC3)cc2[N+](=O)[O-])CC1	4	0	93	115	107	8	95	0
COc1ccc(CC2(C)OC(c3ccc(Cl)cc3)=NN2C(C)=O)cc1 (stereo not given)	-46	9	92	?	?	0	?	-5

The list itself (from the top)
SMILES	JMJD2C inh	AHR activator	CR mimetic SO	MEP2-GFP yeast	RPL19A TOR yeast	procasp3 activ	LAP4-GFP MLPCN	procasp7 counter
O=C(CNC(=O)c1ccco1)N/N=C/c1ccccc1[N+](=O)[O-]	7	2	112	104	112	-6	97	-3
CCCC(=O)Nc1c(C(=O)OCC)[nH]c2ccccc12	134	58*	100	89	97	9	91	3
Cc1cccc(CCNS(=O)(=O)c2ccc(S(=O)(=O)N3CCC(C)CC3)cc2)c1	-18	-1	96	103	98	3	102	-4
CC(=O)N1CCN(c2ccc(S(=O)(=O)N3CCOCC3)cc2[N+](=O)[O-])CC1	4	0	93	115	107	8	95	0
COc1ccc(CC2(C)OC(c3ccc(Cl)cc3)=NN2C(C)=O)cc1 (stereo not given)	-46	9	92	?	?	0	?	-5
CC(=O)NC1=NN(C(C)=O)C2(S1)C(=O)N(CC(C)C)c1ccc(C)cc12 (stereo not given)	4	-2	96	99	103	3	113	2
CC(C)NC(=O)c1ccccc1NC(=O)C1CC(=O)N(C(C)C)C1 (stereo not given)	1	-2	98	99	103	-5	104	-2
CCCc1nc2ccccc2n1CC(O)COc1ccc(NC(C)=O)cc1 (stereo not given)	8	1	97	114	111	1	102	-10
Cc1ccc2cccc(OCc3ccccc3)c2n1	-5	15	103	110	85	7	103	1
COc1cccc(N=c2oc3ccccc3cc2-c2nc3ccccc3[nH]2)c1	-11	92*	108	100	96	-1	116	-15
Cc1ccc2c(c1)COc1c3ccc(C(=O)NCCO)cc3nn1-2	-2	-4	98	92	100	0	98	7
Cc1ccc2cc3cc(C(=O)NCCCN4CCCC4)oc3nc2c1	-31	6	112	105	98	1	104	7
Cc1cc(=O)oc2cc(OCC(=O)N3CCCC(C)C3)ccc12 (stereo not given)	-3	16	98	99	95	-5	100	4
CC1=C(C(=O)OCC2CCCO2)C(c2ccc(O)cc2)NC(=O)N1 (stereo not given)	5	0	83	98	100	10	100	-5
O=C(COC(=O)CCc1c[nH]c2ccccc12)Nc1cc([N+](=O)[O-])ccc1Cl	9	5	104	148	96	4	103	2
Cn1nc(OCC(N)=O)ccc1=O	14	-1	98	102	98	4	96	6
COC(=O)C(C)Sc1nc2c([nH]c3ccccc32)c(=O)n1C (stereo not given)	-1	26	94	99	100	-6	95	11
CCCc1nc2c(nnn2Cc2ccccc2Cl)c(=O)[nH]1	-8	3	96	110	125	-8	110	-2
Cc1cc(N2CCOCC2)nc2ccc(NC(=O)CCC(=O)N3CCCC(C)C3)cc12 (stereo not given)	-2	14	97	96	94	5	101	6
CCOC(=O)c1c(-c2ccccc2)csc1NC(=O)c1ccc(N2C(=O)CCC2=O)cc1	12	-3	99	101	104	0	100	-12
COC(=O)c1cc(-c2c(C)nn(-c3ccccc3)c2C)n[nH]1	-1	6	98	100	95	1	107	-6
Cc1c(C(=O)Nc2ccc(F)cc2)oc2ccc(S(=O)(=O)N3CC(C)CC(C)C3)cc12 (stereo not given)	0	11	117	96	96	9	93	-4
O=c1[nH]c2cccnc2n1Cc1ccco1	2	-1	89	102	101	-7	97	1
CCOC(=O)c1[nH]c(C)c(C(=O)NCCc2ccc(OC)cc2)c1C	-14	9	115	103	98	0	102	-3
Cn1c(SCC(=O)Nc2cccc(S(=O)(=O)NC3=NCCCCC3)c2)nnc1-c1ccncc1	11	1	108	113	109	8	97	3
O=C(NCCc1ccccc1)c1cc(-c2ccncc2)nc2ccc(S(=O)(=O)N3CCOCC3)cc12	1	6	105	106	103	3	99	1
O=C(CSc1nnc(C2CC2)n1C1CC1)c1ccc(F)c(F)c1	0	4	106	98	97	-1	92	-8
O=C(CNC(=O)c1ccccc1Cl)N/N=C/C=C/c1ccccc1	9	4	97	101	109	2	87	11
CCCCN(c1ccccc1)S(=O)(=O)c1cccc2cccnc12	2	1	102	98	101	-5	95	6
Cc1ccc(S(=O)(=O)N/N=C/c2ccc(C(=O)O)cc2)cc1	-6	2	120	98	95	-5	92	-11
CC(C)NS(=O)(=O)c1ccc(CCC(=O)Nc2ccc3c(c2)OCO3)cc1	9	4	118	99	98	3	99	-7
CCS(=O)(=O)c1ccc2oc(SCC(=O)Nc3ccc(OC)c(OC)c3)nc2c1	8	7	97	101	104	9	107	9
Cc1ccc(-c2c[n+](CC(=O)N3c4ccccc4Sc4ccccc43)c3n2CCC3)cc1	9	-3	104	94	94	-5	97	5
CN(C)S(=O)(=O)NC(=O)C1=C(N2CCCC2)COC1=O	nt	1	85	92	91	0	99	5
CC(=O)Nc1cccc(NC(=O)CSc2nnc3ccc(-c4ccccn4)nn23)c1	12	1	95	99	94	6	108	6
Cc1ccc(C(=O)Nc2nc(-c3ccccn3)cs2)cc1S(=O)(=O)N1CCOCC1	-2	10	113	98	103	-10	110	-22
Cc1cc(N2CCCC2)ccc1/C=C1\NC(=S)N(C)C1=O	1	51*	81	110	102	-44	104	-22
Cc1cccnc1NC(=O)Cn1nc(-c2ccccc2)oc1=S	-5	3	92	98	99	-4	105	-6
O=C(NCc1ccc(N2CCCC2=O)cc1)c1cn(CCc2ccccc2)nn1	13	-1	101	100	94	3	89	1
CCN(C/C=C/c1ccccc1OC)Cc1ccccc1	-8	7	89	102	99	-1	85	4
Fc1ccc(Br)cc1/C=N/n1cnnc1	-4	4	109	95	89	-4	90	4
Cc1ccc(-c2ccc(/C=N/N=C3/NC(=O)C(CC(=O)O)S3)o2)c([N+](=O)[O-])c1 (stereo not given)	-7	14	103	107	100	-10	104	-19
C/C(N)=C(/C#N)C(=O)CSc1nc2ccccc2c(=O)n1CCCOC(C)C	5	-8	120	109	105	3	94	-3
O=C(OCC(=O)N1CCOCC1)c1ccc2c(c1)OCCO2	-1	4	99	105	105	-10	98	1
Cn1c(N)c(S(=O)(=O)c2ccc(Br)cc2)c2nc3ccccc3nc21	-3	12	108	98	94	4	95	13
O=C(NC1=NCCS1)c1cccc(Br)c1	30	8	94	185*[may fluoresce violet]	66[may fluoresce violet]	5	108[may fluoresce violet]	-4
CC(=O)N/C(=C/c1ccccc1)c1ccccc1	-2	-1	105	100	97	2	101	1
C/C(CC(=O)NCCCN1CCOCC1)=N\NC(=O)COc1cccc2ccccc12	-4	10	97	96	109	-2	93	1
O=C(OCC(F)(F)F)c1cccc(COc2ccc3ccccc3c2)c1	2	-17	100	98	97	6	100	-1
COc1ccc(/C(C)=N/NC(=O)CNC(=O)/C=C/c2ccccc2OC)cc1	-18	13	98	102	103	7	94	-8
CC1CCCCC1NC(=O)C1Cc2ccccc2CN1S(C)(=O)=O (stereo not given)	-1	1	85	98	102	-2	98	-1
Cc1ccc(C)c(NC(=O)Cn2nnc(C(=O)NCc3cccs3)c2N)c1	5	3	96	101	101	0	100	-5
COc1ccc(C(=O)N2CCN(S(=O)(=O)c3ccc4c(c3)OCCO4)CC2)cc1OC	-5	0	97	92	94	7	98	16
Cc1ccc(/C=C/C(=O)NCCCn2ccnc2)cc1	-43	12	103	96	96	3	96	1
O=C(Nc1nc(-c2ccc3c(c2)OCO3)cs1)c1ccncc1	-22	-3	100	101	103	8	103	-3
COc1ccc(Cn2c(=S)[nH]c3ccsc3c2=O)cc1	2	-1	85	103	99	-6	91	-4
COc1ccc(/C(C)=N/NC(=O)c2nnn(-c3nonc3N)c2-c2ccccc2)cc1	-44	0	92	105	103	1	95	-3
CN(Cc1cn(C)nc1-c1ccccc1F)Cc1nccn1C	0	0	101	64	101	-4	91	5
COc1ccccc1C(=O)NNC(=O)c1ccc(Br)o1	-3	55*	119	103	107	4	99	3
O=C(CN(c1ccc(Cl)cc1)S(=O)(=O)c1ccccc1)N1CCN(c2ccccc2)CC1	2	-2	96	97	96	2	110	-3
(next part)
SMILES	JMJD2C inh	AHR activator	CR mimetic SO	MEP2-GFP yeast	RPL19A TOR yeast	procasp3 activ	LAP4-GFP MLPCN	procasp7 counter
CCOc1ccccc1NC(=O)NCc1cccnc1	8	84*	82	271*[may fluoresce violet]	18*[may fluoresce violet]	4	69[may fluoresce violet]	3
Cc1ccc(NC(=O)CN(C)C(=O)CSc2nccn2C)cc1	11	7	116	110	101	4	94	-5
O=C(NC(=O)N1CCN(c2ccc(F)cc2)CC1)c1ccccc1	-3	1	82	104	102	9	98	-8
C/C(=N\NC(=O)c1cc(O)ccc1O)c1cccc(NC(=O)c2ccc(Cl)cc2)c1	24	-5	90	107	123	-11	107	-26
Nc1[nH]n(-c2ccccc2)c(=O)c1N=Nc1ccccc1[N+](=O)[O-]	-4	3	105	106	100	10	109	6
CN1C(=O)C(C)(C)c2cc(S(=O)(=O)N3CCC(C(=O)NCc4ccc(Cl)cc4)CC3)ccc21	-17	-1	103	104	96	2	90	-3
Nc1nnc(SCCCC(=O)c2ccc(F)cc2)s1	5	1	101	100	91	3	96	-1
Cc1ccc(S(=O)(=O)Nc2ccc(Cl)cc2C(=O)c2ccc(F)cc2)cc1	6	5	102	125	106	2	111	5
Cc1cc(NC(=O)c2cccc(S(=O)(=O)N3CC(c4ccccc4)CC3=O)c2)no1 (stereo not given)	-15&0	1	112	111	100	-6	101	0
NC(=O)c1ccc(NC(=O)COC(=O)C2(c3cccc(F)c3)CCCC2)cc1	128	1	88	62	98	-5	105	7
CCOc1ccccc1OCCOc1ccc(F)cc1	-2	11	125	118	98	-6	107	-1
Cc1nn(CC(=O)NC2CCCCC2)c(=O)c2cccn12	-36	1	88	115	100	5	107	-1
COc1ccc(N(CC(=O)N2CCOCC2)S(C)(=O)=O)cc1Cl	-2	-3	101	99	102	5	87	8
Cc1cnc(CN(C)Cc2c(C(=O)N3CCc4ccccc4C3)nc3ccc(Cl)cn23)[nH]1	16	9	92	90	88	-7	92	4
Cc1cccc2sc(NC(=O)CSc3nnnn3C)nc12	5	30	97	103	106	-9	107	12
COc1cc(/C=C2\SC(=S)N(Nc3ccccc3)C2=O)ccc1O	13	3	106	111	101	-2	89	-17

From PubChem BioAssay
